DT40 TDP1 no CPT: qHTS for Inhibitors of human tyrosyl-DNA phosphodiesterase 1 (TDP1): qHTS in cells in absence of CPT | DT40 Tdp1-/- hTDP1 cells, no CPT, ATP luminescence, 48 h | Potency, µM (titrated, usually from 46.2 µM), for the others: top-dose activity change, negative = growth inhibition, actives largely listed as inhibitors | AID 686978, 2013 | 420,000 compounds, 15% hits; further: nearly all actives have a fitted effect of over 55% in size
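Compound effects on proliferation are scored in DT40 Tdp1-/-;hTDP1 cells in the absence of CPT. ATP levels (CellTiter-Glo luminescence) are recorded after a ≥48 hr, 37 °C incubation.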
TDP1 cell CPT: DT40-hTDP1 cell growth loss with CPT; AID 686979; 420,000 compounds, 12% hits; Potency, µM (top dose mostly 46.2 µM), inactives show at the top dose activity change, negative = growth inhibition, most hits filed as inhibitors; chicken DT40 Tdp1-/-;hTDP1 cells + 20 nM CPT, ATP luminescence, 48 h; further: nearly all actives have a fitted effect of over 55% in size
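Chicken DT40 Tdp1-/- cells stably complemented with human TDP1 were seeded at 400 cells/well in medium containing 20 nM camptothecin, exposed to pin-transferred compounds, and grown at 37 °C for at least 48 hr. Viability was read as ATP luminescence.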
GCN5L2 inh: blocks human GCN5L2 histone acetyltransferase; GCN5L2 HAT assay, ThioGlo1 CoA-SH fluorescence; Potency, µM (series often up to 58.9 µM), without a hit: at the highest dose activity change, negative = inhibition, most hits filed as inhibitors; 390,000 compounds, 0.21% hits; Q92830
Target sequence (Q92830 whole entry, looked up): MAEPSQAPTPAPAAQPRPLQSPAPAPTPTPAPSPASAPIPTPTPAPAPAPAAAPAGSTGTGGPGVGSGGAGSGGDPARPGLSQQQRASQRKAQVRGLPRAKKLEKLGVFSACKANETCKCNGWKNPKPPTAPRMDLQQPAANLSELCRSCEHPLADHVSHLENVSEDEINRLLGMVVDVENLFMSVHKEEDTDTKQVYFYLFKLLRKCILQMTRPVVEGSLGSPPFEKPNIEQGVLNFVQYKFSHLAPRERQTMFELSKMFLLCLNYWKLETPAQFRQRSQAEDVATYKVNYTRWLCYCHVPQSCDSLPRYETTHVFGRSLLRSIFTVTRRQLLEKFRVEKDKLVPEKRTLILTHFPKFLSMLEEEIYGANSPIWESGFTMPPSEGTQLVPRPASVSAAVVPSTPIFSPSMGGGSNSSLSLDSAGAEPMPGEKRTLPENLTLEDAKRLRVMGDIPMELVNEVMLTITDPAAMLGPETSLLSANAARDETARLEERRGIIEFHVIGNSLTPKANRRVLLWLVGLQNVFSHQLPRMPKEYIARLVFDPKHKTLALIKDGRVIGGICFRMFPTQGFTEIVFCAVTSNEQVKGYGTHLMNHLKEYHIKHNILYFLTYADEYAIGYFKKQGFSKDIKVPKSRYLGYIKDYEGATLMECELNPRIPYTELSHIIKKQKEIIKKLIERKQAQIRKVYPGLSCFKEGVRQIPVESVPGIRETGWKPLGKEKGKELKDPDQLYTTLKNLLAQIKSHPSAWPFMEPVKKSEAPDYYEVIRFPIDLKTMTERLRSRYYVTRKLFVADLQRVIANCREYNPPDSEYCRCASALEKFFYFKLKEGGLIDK
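qHTS, 1536-well. 20nM enzyme, pH 7.5 HEPES/EDTA/Tween-20 buffer; 15 min compound preinc., RT. Start: 75uM H3(1-25), 70uM AcCoA, 50uM ThioGlo1. Read Ex340/Em540 at t=0 (autofluorescence flag) and t=20 min.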
* marks the source's active call; other numbers are inactive results; ? = inconclusive; . = not tested or not shown; [ ] = remark or other dose. The call rests on the fitted dose curve; in most records, active means well fitted curve in the direction sought with a large enough effect; inconclusive means small, poorly fitted or top-dose-only effect, or another doubt; inactive means no such curve, though single readings can be large; an effect the other way counts as inactive or inconclusive. On the % scale 0 is the no-effect control and ±100 the full control effect; potency means the concentration at half of the fitted maximal effect. Not all compounds are listed; rates above refer to the full screens.

Start of the listing, in advance:
| SMILES | DT40 TDP1 no CPT | TDP1 cell CPT | GCN5L2 inh |
| --- | --- | --- | --- |
| O=C(NCCCc1ccccc1)c1c(O)nc2sccn2c1=O | ? | ? | 2% |
| CSCCC(C(=O)Nc1c(C)cccc1C)N1CCN(c2ccc(F)cc2)CC1 (centres undefined) | 21µM* | ? | . |
| CO[C@]1(NC(=O)CSC(F)F)C(=O)N2C(C(=O)O)=C(CSc3nnnn3CCO)CO[C@H]21 | -4% | 1% | . |
| CC(=O)c1ccc(S(=O)(=O)N2CCN(CC#N)CC2)cc1 | 2% | -2% | -2% |
| CC(C)NC(=O)C(=O)NCCCN1CCOCC1 | 4% | 5% | -5% |
| N#Cc1ccc(C2=NC(C(F)(F)F)(C(F)(F)F)c3c(n(Cc4ccco4)c(=O)[nH]c3=O)N2)cc1 | 4% | 3% | 23% |

All compounds of this part, from the start:
| SMILES | DT40 TDP1 no CPT | TDP1 cell CPT | GCN5L2 inh |
| --- | --- | --- | --- |
| O=C(NCCCc1ccccc1)c1c(O)nc2sccn2c1=O | ? | ? | 2% |
| CSCCC(C(=O)Nc1c(C)cccc1C)N1CCN(c2ccc(F)cc2)CC1 (centres undefined) | 21µM* | ? | . |
| CO[C@]1(NC(=O)CSC(F)F)C(=O)N2C(C(=O)O)=C(CSc3nnnn3CCO)CO[C@H]21 | -4% | 1% | . |
| CC(=O)c1ccc(S(=O)(=O)N2CCN(CC#N)CC2)cc1 | 2% | -2% | -2% |
| CC(C)NC(=O)C(=O)NCCCN1CCOCC1 | 4% | 5% | -5% |
| N#Cc1ccc(C2=NC(C(F)(F)F)(C(F)(F)F)c3c(n(Cc4ccco4)c(=O)[nH]c3=O)N2)cc1 | 4% | 3% | 23% |
| COc1ccc(N2Cc3ccccc3C2=NC(=O)c2cncc(Br)c2)cc1 | 3% | -18% | -7% |
| CCC(=NCCc1ccccc1)C1=C(O)CCC1=O | -7% | 0% | 2% |
| CCOc1ccc(NC(=O)CN(C)C(=O)CSCc2cccc(C)c2)cc1OCC | -5% | -23% | 3% |
| Cc1c(NC(=O)CCC(=O)N2CCOCC2)c(=O)n(-c2ccccc2)n1C | -10% | -10% | -8% |
| O=C(NCc1ccc(F)cc1)C(=O)NCC1OCCN1S(=O)(=O)c1cc(F)ccc1F (centres undefined) | -8% | -18% | . |
| C[C@H]1CN([C@@H](C)CO)C(=O)c2cc(Br)cnc2O[C@@H]1CN(C)S(=O)(=O)c1ccccc1 | ? | ? | . |
| Cc1[nH]c2ccccc2c1C1(O)C(=O)N(Cc2ccccc2)c2ccc(Br)cc21 (centres undefined) | 4.6µM* | 4.1µM* | -14% |
| Cc1noc(C)c1C(=O)Nc1ccc(-c2nnc3n2CCCCC3)cc1 | -6% | -17% | 2% |
| COc1ccc(N2CCN(C(=O)CSc3nc4cc(OC)c(OC)cc4cc3C#N)CC2)cc1 | ? | ? | -5% |
| Cc1cc(N2CCOCC2)nc2ccc(NC(=O)CCC(=O)N3CCN(c4ccccc4)CC3)cc12 | ? | ? | -5% |
| COc1ccccc1C(=O)Nc1cccc(C(=O)c2ccccc2)c1 | ? | ? | -20% |
| Cc1nn(Cc2ccccc2Cl)c(C)c1C(=O)NCC(c1cccs1)N1CCOCC1 (centres undefined) | -21% | -19% | -7% |
| O=C(Nc1ccccn1)C1CCN(S(=O)(=O)c2cccs2)CC1 | -4% | -19% | 0% |
| O=C(N/N=C/C(Cl)=C/c1ccc([N+](=O)[O-])cc1)C(=O)Nc1ccccc1C(=O)O | 8.2µM* | 5.2µM* | -14% |
| Cc1ccc2nc(NC(=O)CCn3cccc3)sc2c1 | ? | -19% | -18% |
| CC(=O)Nc1ccc(S(=O)(=O)N(C)CC(=O)OCCOc2cccc(C)c2)cc1 | -16% | -2% | -1% |
| O=C(CCOc1ccccc1)Nc1ccccc1F | -7% | 2% | 7% |
| CCc1ccc(OC(=O)c2ccn(CC)n2)cc1 | 0% | -12% | -8% |
| Cc1cccc(-n2c(SCC(=O)NC3CCCC3)nnc2-c2ccoc2C)c1 | -32% | -10% | -4% |
| CC(C)CC(COCc1ccc(C(F)(F)F)cc1)N1CCN(C(=O)c2ccc(C(F)(F)F)cc2)CCC1=O (centres undefined) | ? | ? | -19% |
| COc1ccc(N(CC(=O)N2CCN(c3ccccc3)CC2)S(=O)(=O)c2ccccc2)cc1 | 18µM* | 16µM* | . |
| Cc1nn(CC(=O)N(C)C2CCC(C)CC2)c(C)c1S(=O)(=O)N(C)C (centres undefined) | -18% | ? | -12% |
| Cc1ccc2c(c1)C(O)(CC(=O)/C=C/C=C/c1ccccc1)C(=O)N2 (centres undefined) | ? | ? | -8% |
| O=C(COc1cccnc1[N+](=O)[O-])NCCc1ccc(F)cc1 | 1% | 10% | 5% |
| COC(=O)[C@]1(Cc2ccccc2)N[C@H](CN(C)C(=O)Nc2ccc(OC)cc2)[C@@H]2C(=O)N(Cc3ccccc3)C(=O)[C@@H]21 | 8.2µM* | 18µM* | -11% |
| O=[N+]([O-])c1ccc(-c2cn3ccccc3n2)cc1 | ? | ? | . |
| OC(COCCOc1ccc(Br)cc1)CN1CCCCC1 (centres undefined) | -12% | -10% | 0% |
| O=C1CSc2ccc(C(=O)N3CCCCC3)cc2N1 | ? | -15% | . |
| O=C(NCCc1ccccc1)c1ccccc1NC(=O)C1CCCO1 (centres undefined) | -18% | 2% | -5% |
| O=C(CCN1CCN(c2ccccc2)CC1)Nc1ccc(Cl)cc1 | -25% | 0% | -7% |
| COc1ccccc1OCC(=O)NC1CCCCCCC1 | ? | ? | -6% |
| Cc1ccc([C@H]2C[C@H](O)[C@@H](n3cc(C4CC4)nn3)CN2C(=O)c2cccs2)cc1 | -16% | -21% | . |
| CCOC(=O)C(CC)(CCC(=O)O)c1csc(N)n1 (centres undefined) | -2% | 18% | -2% |
| O=C(C1CCC(CNS(=O)(=O)c2cccc3cccnc23)CC1)N1CCCC1 (centres undefined) | 9% | 12% | -1% |
| C=CCS/C(=N\n1cnc2ccccc2c1=O)N1CCCCC1 | 18µM* | 26µM* | -8% |
| Nc1c(Cl)cc(Cl)cc1C(=O)OCC(=O)NC1CC1 | -10% | -17% | 0% |
| O=C(NCC(=O)N1CCN(c2ccccc2F)CC1)c1ccc(Br)o1 | -2% | -11% | -3% |
| COC1=Cc2c(ccc3ccc(=O)oc23)OC1(C)C | -12% | -21% | 1% |
| COc1ccc(-n2ccc(=O)c(C(=O)O)n2)c(OC)c1 | 1% | 31%[activator] | 0% |
| CC(=O)Nc1ccc(S(=O)(=O)NCC2CCC(C(=O)NCCC(C)C)CC2)cc1 (centres undefined) | -29% | -15% | -5% |
| Cc1nn(C(=O)c2ccco2)c(C)c1Sc1ccccc1 | -32% | -5% | -3% |
| O=C(Cc1ccccc1)NCC(=O)OCc1cccc([N+](=O)[O-])c1 | 13% | -4% | 0% |
| Cc1ccc(C(=O)C2CCN(CC(=O)NC3CCCC3)CC2)cc1 | -28% | 7% | -5% |
| CCOc1ccc(NS(=O)(=O)c2csc(C(N)=O)c2)cc1 | ? | ? | 3% |

Additional structures
| SMILES | DT40 TDP1 no CPT | TDP1 cell CPT | GCN5L2 inh |
| --- | --- | --- | --- |
| CC1(c2nnc(Cc3ccccc3)o2)CC(c2ccccc2F)=NO1 (centres undefined) | -8% | ? | -6% |
| O=C(CN1CCCCCCC1)NC(=O)NC1CCCCC1 | ? | -13% | -3% |
| CN(Cc1ccccc1)c1ccc(-c2nc(-c3ccccc3)no2)cc1[N+](=O)[O-] | -28% | -15% | -4% |
| CC(c1ccccc1)C1C(C#N)=C(N)SC(N)=C1C#N (centres undefined) | -23% | -14% | -6% |
| CCOc1ccccc1NC(=O)NCc1ccccn1 | 1% | -14% | -1% |
| COc1ccc(S(=O)(=O)N2CCC(O)(c3ccc(Cl)cc3)CC2)cc1OC | ? | -5% | -7% |
| CC(=O)Nc1cc(-c2ccc(C(=O)N3CCOCC3)cc2)cn2c(-c3ccc(S(C)(=O)=O)cc3)cnc12 | 13µM* | 16µM* | . |
| COc1cc(/C=N/NC(=O)c2cc(-c3cccs3)nc3ccccc23)ccc1O | 9.2µM* | 9.2µM* | 2% |
| Cc1ccc2nc(-c3ccc(NC(=O)CSCC(=O)O)cc3)sc2c1 | 15% | -1% | -4% |
| O=C(Nc1nnc([C@@H]2C[C@H](O)[C@@H](CO)O2)s1)c1cccc(Cl)c1 | 0% | 7% | . |
| CC(C)(C)Nc1cccccc1=O | -11% | -9% | -3% |
| CCOC(=O)N1CCN(C(=O)CSc2nc(C)nc3c2c(=O)n(C)c(=O)n3C)CC1 | -2% | -5% | -2% |
| O=C(c1ccc(COc2ccccc2Br)o1)N1N=C(C(F)F)CC1(O)C(F)F (centres undefined) | 26µM* | 18µM* | 1% |
| OCCNc1ncnc2c1ncn2[C@H]1CN(C2CCCC2)C[C@@H](CO)O1 | 1% | -1% | . |
| COC(=O)[C@@]12C[C@@H](CC(=O)NCc3cccc4ccccc34)C(=O)N(Cc3ccco3)C1=CCC(C)(C)C2 | ? | 21µM* | . |
| Cn1c(SCc2ccccc2)nnc1-c1cccs1 | 10% | 5% | -1% |
| CCN(CC)C(=O)c1cc2cc([N+](=O)[O-])ccc2s1 | -24% | -28% | 0% |
| Cc1ccnc(NC(=O)c2cccc(OC(F)F)c2)n1 | -13% | -15% | 1% |
| CCN(C#N)c1nc(NC(C)C)nc(NC(C)C)n1 | -18% | -22% | -11% |
| COc1ccccc1N1CCN(CCC(=O)Nc2ccc3c(c2)OCO3)CC1 | -11% | -26% | 1% |
| O=C(NC1CCCCC1)C(c1cccs1)N(CCCN1CCOCC1)C(=O)c1ccc(-c2ccccc2)[nH]1 (centres undefined) | 15µM* | ? | 1% |
| Cc1cc(C)cc(C(=O)N2CCC(CCC(=O)NC3CC3)CC2)c1 | -2% | -3% | -2% |
| CN1CCOCCOCCOCCN(C)C1=S | -7% | -15% | -4% |
| CCN(c1ccccc1)S(=O)(=O)c1ccc(C(=O)N(C)Cc2cccs2)cc1 | 23µM* | ? | -7% |
| O=C(CCN1C(=O)S/C(=C\c2ccccc2)C1=O)NC1CCS(=O)(=O)C1 (centres undefined) | -16% | ? | -20% |

An excerpt taken from the entries so far, for reference:
| SMILES | DT40 TDP1 no CPT | TDP1 cell CPT | GCN5L2 inh |
| --- | --- | --- | --- |
| CC1(c2nnc(Cc3ccccc3)o2)CC(c2ccccc2F)=NO1 (centres undefined) | -8% | ? | -6% |
| O=C(CN1CCCCCCC1)NC(=O)NC1CCCCC1 | ? | -13% | -3% |
| CN(Cc1ccccc1)c1ccc(-c2nc(-c3ccccc3)no2)cc1[N+](=O)[O-] | -28% | -15% | -4% |
| CC(c1ccccc1)C1C(C#N)=C(N)SC(N)=C1C#N (centres undefined) | -23% | -14% | -6% |

The list continues:
| SMILES | DT40 TDP1 no CPT | TDP1 cell CPT | GCN5L2 inh |
| --- | --- | --- | --- |
| Cc1ccc(Cn2c(SCC(=O)N3CC(=O)Nc4ccccc43)nc3ccccc3c2=O)cc1 | ? | ? | -2% |
| CCCCN(C(=O)CSc1nc(CCC)cc(=O)[nH]1)c1c(N)n(Cc2ccccc2)c(=O)[nH]c1=O | ? | -15% | 1% |
| CCOC1(OCC)N=C(N)C2(C#N)C(c3cccc(C)c3)C12C#N (centres undefined) | -4% | -8% | -4% |
| COc1ccc(CCN=C(C)C2=C(O)C(c3ccccc3)OC2=O)cc1OC (centres undefined) | ? | ? | -2% |
| COc1ccc(CC(=O)NCC(=O)Nc2ccccc2Br)cc1 | -23% | -8% | -1% |
| CC(=O)c1ccc(NC(=O)C2CCCN2S(=O)(=O)c2cccc3cccnc23)cc1 (centres undefined) | -9% | -1% | -11% |
| CS/C(=C(/C#N)S(=O)(=O)c1ccc(Cl)cc1)N1CCOCC1 | -20% | 15% | 0% |
| O=C(Nc1cccc2ncccc12)c1cccc(F)c1 | -18% | -5% | 2% |
| O=C(CCOc1ccccc1)Nc1ccnn1C1CCN(Cc2ccc(F)cc2)CC1 | -18% | -26% | 3% |
| Cc1cccc(C(=O)N2CCc3cc(CNC(=O)c4ccc(Br)o4)ccc32)c1 | ? | 18µM* | 3% |
| COCCn1nnnc1C(c1cccc(OC)c1OC)N1CCN(C(=O)c2ccco2)CC1 (centres undefined) | -17% | -26% | -8% |
| CC(C)Cn1c(=O)c(C(=O)Nc2cnccn2)c(O)c2ccccc21 | 26µM* | ? | 2% |
| Cc1cc(C(=O)c2cnc(/N=C/N(C)C)s2)c(F)cc1Cl | ? | -17% | -8% |
| Cc1[nH]c2ccccc2c1C(=O)CN1C(=O)NC2(CC(C)CC(C)(C)C2)C1=O (centres undefined) | ? | 15µM* | -10% |
| CCCCNC(=O)C[C@@H]1C[C@@]2(C(=O)OCC)CCCC=C2N(Cc2ccco2)C1=O | ? | ? | . |

Bioassay records (PubChem)
